# M4 PAM: CHRM4 positive allosteric modulation. P08173. CHO-K1 hM4/Gqi5, Fluo-8 calcium fluorescence, ACh EC20; 0% = ACh EC20, 100% = maximal ACh. activation, % at 3 µM. actives 0.4% (n = 360,000). AID 624126;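 active = activation above its plate's cutoff, the mean activation of sample wells plus 3 SD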; also: some results filed as inactive read as strong as hits
# M4 ag: CHRM4 agonism in calcium assay. P08173. CHO-K1 hM4/Gqi5, Fluo-8 calcium fluorescence; vehicle 0%, full acetylcholine response 100%. activation, % at 3 µM. actives 0.14% (n = 360,000). AID 624127;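 active = activation above the run mean over all test wells plus 3 SD, cut at about 32% in these data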;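 also: peak over basal fluorescence ratio per well then scaled between controls; 0% = DMSO wells and 100% = acetylcholine at EC100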
# CHRM4 antagonist: antagonists of human muscarinic M4 receptor (CHRM4); CHO-hM4 cells, ACh EC80, Fluo-8 calcium fluorescence; actives 0.73% (n = 360,000); inhibition, % at 3 µM; P08173;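 active = inhibition above its plate's cutoff, the mean inhibition of sample wells plus 3 SD, cut at about 27% in these data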;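 also: 0% = acetylcholine EC80 with DMSO and 100% = DMSO without agonist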
# CRFR2-BP ag: CRF-BP/CRF-R2 complex agonism. HEK293 CRF-R2/CRF-BP, calcium dye fluorescence (FLIPR); percent of saturating CRF peptide response. actives 0.46% (n = 350,000). activation, % at 13.2 µM. AID 588473;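 active = activation of at least 50%, plus an integration ratio under a set limit after plate pattern correction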;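 also: plate controls were neutral control wells without compound for no effect and CRF at EC100 for full effect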
# CHRM5 PAM: CHRM5 positive allosteric modulation; AID 624038; actives 0.3% (n = 360,000); activation, % at 3 µM; P08912; CHO-K1 hM5, Fluo-8 calcium, ACh EC20 PAM; 0% = ACh EC20, 100% = ACh EC100;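 active = activation above the run cutoff, the mean activation of all test compounds plus 3 SD, cut at about 18% in these data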
# Target sequence (P08912 whole entry, looked up): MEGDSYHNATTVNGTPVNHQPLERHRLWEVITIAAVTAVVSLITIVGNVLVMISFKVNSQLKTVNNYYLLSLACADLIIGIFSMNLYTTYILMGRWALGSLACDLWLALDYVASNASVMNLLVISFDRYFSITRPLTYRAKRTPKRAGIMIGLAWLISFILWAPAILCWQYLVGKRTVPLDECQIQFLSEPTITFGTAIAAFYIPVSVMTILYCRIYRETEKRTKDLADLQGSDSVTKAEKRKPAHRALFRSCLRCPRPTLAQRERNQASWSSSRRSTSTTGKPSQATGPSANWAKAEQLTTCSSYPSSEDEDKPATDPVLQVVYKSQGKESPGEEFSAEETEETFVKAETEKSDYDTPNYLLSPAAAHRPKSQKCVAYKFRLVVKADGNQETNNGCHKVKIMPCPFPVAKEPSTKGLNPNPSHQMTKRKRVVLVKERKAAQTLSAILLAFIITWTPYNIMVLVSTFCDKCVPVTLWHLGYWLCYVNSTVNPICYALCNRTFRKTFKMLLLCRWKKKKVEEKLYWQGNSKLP
#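 Replicates: One well per compound, no replicates | System: Human M5 receptor in CHO-K1 cells | Benchmarks: Low control EC20 acetylcholine (0%), high control EC100 acetylcholine (100%) | Probe or stimulus: Acetylcholine, EC20 level | Times: Fluo-8 loading 80 min at 37 °C plus 30 min room temperature | Signal: Intracellular calcium via Fluo-8 fluorescence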
# M1 PAM: positive allosteric modulators of human M1 muscarinic receptor | P11229 | CHO-K1 hM1, Fluo-8 calcium fluorescence, ACh EC20; 0% = ACh EC20, 100% = maximal ACh | activation, % at 3 µM | actives 0.088% (n = 360,000); in the data active = activation above about 19%, passing the limit was not always enough
# Target sequence (P11229 whole entry, looked up): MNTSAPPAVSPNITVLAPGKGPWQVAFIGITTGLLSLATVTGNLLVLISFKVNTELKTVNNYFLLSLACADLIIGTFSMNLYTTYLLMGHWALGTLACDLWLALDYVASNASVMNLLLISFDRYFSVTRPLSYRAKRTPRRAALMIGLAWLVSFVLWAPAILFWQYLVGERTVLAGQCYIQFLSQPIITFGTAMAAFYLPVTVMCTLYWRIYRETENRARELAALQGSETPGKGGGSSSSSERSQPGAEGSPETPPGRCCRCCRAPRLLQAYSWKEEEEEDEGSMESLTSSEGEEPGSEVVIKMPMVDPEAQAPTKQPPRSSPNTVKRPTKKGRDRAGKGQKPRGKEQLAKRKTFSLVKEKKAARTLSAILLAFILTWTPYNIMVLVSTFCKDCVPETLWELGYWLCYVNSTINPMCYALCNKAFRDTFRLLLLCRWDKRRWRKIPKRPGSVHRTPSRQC
# CHRM5 agonist: agonists of human muscarinic M5 receptor (CHRM5); CHO-K1 hM5 cells, Fluo-8 calcium fluorescence; 0% DMSO wells, 100% maximal acetylcholine response; activation, % at 3 µM; actives 0.19% (n = 360,000);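 active = activation above the run's mean over test compounds plus 3 SD, cut at about 23% in these data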;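 also: signal is peak over basal fluorescence ratio across the kinetic read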
# CRFR2-BP antag: CRF-BP/CRF-R2 complex antagonism; HEK293 CRF-R2/CRF-BP, CRF-induced calcium fluorescence; AID 588475; inhibition, % at 11.8 µM; actives 0.59% (n = 350,000);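 active = inhibition of the ligand-induced calcium signal above about 50% at the single tested concentration, limit read from the data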
# M5 antag: blocks acetylcholine activation of human M5 receptor; inhibition, % at 3 µM; CHO-hM5 cells, Fluo-8 calcium fluorescence, ACh EC80; AID 624040; P08912; actives 0.59% (n = 360,000);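 active = inhibition above a per-plate cutoff, the mean of that plate's test compounds plus 3 SD, cut at about 27% in these data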;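 also: 0% = acetylcholine EC80 with DMSO and 100% = DMSO without agonist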
# * hit, by the source's call.
SMILES,M4 PAM,M4 ag,CHRM4 antagonist,CRFR2-BP ag,CHRM5 PAM,M1 PAM,CHRM5 agonist,CRFR2-BP antag,M5 antag
CCCc1ccc(S(=O)(=O)NCc2nnc(SC)n2C)cc1,-0.9,0.3,-4.2,0.0,-4.0,1.7,-1.7,4.2,12.2
Cc1cccc(NC(=O)NCCN2CCCCC2)c1,6.2,1.2,-5.1,1.7,2.7,7.7,-3.1,-6.3,8.2
CC1(C)CC(O)CC(C)(C)N1CC(O)COCCOc1ccc(Br)cc1 (configuration not stated),6.2,0.9,3.7,1.6,-1.4,7.7,-9.9,0.0,-2.9
CC(=O)c1c(C)[nH]c(C(=O)OCc2ccccc2F)c1C,4.9,8.2,-4.8,0.2,-9.2,1.2,-1.1,-6.3,9.0
COc1ccc(/C=N/NC(=O)COc2cccc3ccccc23)c(C(=O)O)c1OC,1.4,0.4,-4.8,-0.5,-6.1,11.8,-4.4,7.2,-2.4
O=C(Nc1nccs1)C1CCN(S(=O)(=O)c2c(Cl)cccc2Cl)CC1,-9.6,13.7,-7.2,-2.9,-10.5,-1.4,4.5,-2.5,4.2
O=C(N/N=C/c1cccc2ccccc12)C(=O)N1CCCC1,-7.5,-1.8,-12.5,-2.0,18.2*,7.2,0.9,1.1,-0.3
CCn1c2ccccc2c2nnc(SCc3ccc(C(=O)OC)o3)nc21,-10.4,8.9,-3.7,-2.2,-7.8,-10.8,-4.2,36.9,8.8
COC1CCN(C(=O)c2cc(COc3ccc(-n4cncn4)cc3)on2)CC1,-1.6,2.0,4.4,1.2,0.4,11.2,-0.1,6.8,-5.9
CCn1cc(C(=O)N2CCCC(C(=O)c3ccc4ccccc4c3)C2)cn1 (configuration not stated),9.4,3.6,-0.5,-2.7,-1.8,7.4,0.7,-18.1,9.9
Cc1[nH]c2c(ccc3ccccc32)c1C1C(CCN)C1(C)C (configuration not stated),-0.9,2.1,14.7,2.2,-4.6,5.3,1.5,-14.8,8.2
Cc1ccc2ncccc2c1NC(=S)NC(=O)c1ccccc1,7.0,3.2,-5.2,-1.5,-0.8,6.0,0.7,-6.5,12.4
COc1ccccc1NS(=O)(=O)c1ccc(C)c(NC(=O)C2CCCO2)c1 (configuration not stated),4.2,1.9,7.3,-1.5,7.5,8.8,0.4,1.7,-4.2
CCOC(=O)C1=CN(Cc2ccc(Br)cc2)S(=O)(=O)N(C)C1C (configuration not stated),1.0,-1.4,-7.6,2.0,0.4,5.4,-1.5,13.2,-17.0
CC(=NCCN1CCN(C(C)=C2C(=O)c3ccccc3C2=O)CC1)C1=C(O)CC(C)(C)CC1=O,17.5,-2.8,-7.4,1.4,-3.9,10.0,-4.6,-2.3,-5.7
Cc1sc(=NC(=O)c2ccco2)n(C)c1-c1ccc(F)cc1,0.8,0.4,-2.7,1.4,1.5,9.4,-3.2,3.5,-4.0
C[C@H]1CCC(=O)N([C@H](CSc2ccccc2)Cc2ccccc2)CC1,-10.8,0.8,1.1,0.5,-1.5,-14.3,-4.8,4.3,2.8
COc1ccc(Cl)cc1NC(=O)C1CC(=O)N(c2ccc(F)cc2)C1 (configuration not stated),2.3,2.2,0.5,-1.9,0.6,3.7,-0.2,2.5,1.5
O=C(Nc1nc(-c2ccccc2)ns1)c1cccs1,-2.5,8.8,-5.2,-0.7,-3.9,-4.8,1.9,13.9,-3.7
CNC(=S)NCCc1ccccc1,-25.8,14.6,5.9,0.5,-17.7,-2.9,-0.2,-15.2,11.3
O=C(c1cccs1)N1CCN(c2ccc(F)cc2)CC1,3.8,1.6,-1.4,-1.4,6.0,13.9,-1.7,7.7,-2.7
Cc1cc(F)ccc1N1CCC(N2CCN(C(C)C)C(CCO)C2)CC1 (configuration not stated),6.2,0.6,-6.8,-1.3,6.7,8.8,-4.2,-19.4,-8.8
COC(=O)CN1C(=S)N(C)C(=O)/C1=C/c1cccs1,1.9,1.3,-2.8,-0.1,1.4,0.0,-9.2,6.5,-1.0
CCOc1ccccc1NC(=O)CN1c2cccc3cccc(c23)S1(=O)=O,-0.3,5.0,0.0,2.1,-4.3,3.0,1.2,-12.6,-2.9
O=c1cnc2ccccc2n1CC1CCCCC1,1.8,2.1,-3.0,-0.2,-2.8,6.2,3.4,-3.1,-3.4
O=c1[nH]c(C2CCCN(S(=O)(=O)Cc3ccccc3)C2)nc2c1nnn2Cc1cccc(Cl)c1 (configuration not stated),8.7,3.3,-0.5,1.9,6.7,7.1,0.4,-9.9,0.6
O=C(O)C1CCCCC1C(=O)NCCCn1ccnc1 (configuration not stated),-6.9,-0.3,16.0,-1.7,-1.3,-2.6,-2.1,0.1,0.8
COc1ccc(/C=C2/SC(=O)N(CCC(=O)Nc3ccccc3)C2=O)cc1OC,-1.1,1.7,2.9,0.4,-5.0,-4.1,-3.3,-8.3,16.3
CC(C)Cn1c2c(c(O)c(C(=O)Nc3ccc(F)cc3)c1=O)CCCC2,3.4,0.6,7.2,5.6,-1.0,0.9,0.8,-38.1,-2.5
CCOc1ccc(N2CC(C(=O)Nc3ccc(F)cc3F)CC2=O)cc1 (configuration not stated),3.2,1.1,-1.4,-3.0,-10.8,6.9,-8.3,-2.2,2.3
CC(C)NC(=O)C(c1ccc(F)cc1)N(C(=O)CCC(=O)Nc1ccccn1)c1cccc(F)c1 (configuration not stated),-6.1,0.3,-3.8,0.7,4.7,15.2,-2.6,-1.6,5.8
O=C(NC(C(=O)N/N=C/c1c2ccccc2cc2ccccc12)c1n[nH]c(=O)c2ccccc12)c1ccccc1 (configuration not stated),-5.4,5.8,11.7,0.1,-5.2,11.3,-1.2,-1.5,14.1
Cc1ccc(NC(=S)N2CCN(S(=O)(=O)c3ccc(F)cc3)CC2)cc1,8.5,1.6,-3.5,0.1,-0.5,6.8,-4.2,9.6,3.5
O=C(NCC1CCCN(C(=O)c2cc(Cl)ccc2F)C1)c1ccc(F)cc1 (configuration not stated),2.5,1.8,-5.4,1.7,8.2,3.4,-2.0,10.3,-2.5
CC(C)(C)NC(=O)C(c1c[nH]c2ccccc12)N(C(=O)Cn1nnc(-c2ccc(Cl)cc2)n1)c1ccccc1F (configuration not stated),5.5,0.7,-11.7,0.8,-5.1,1.5,-1.8,0.2,5.7
Nc1ncnc2c1cnn2C1CC(O)C(CO)O1 (configuration not stated),-1.6,-0.2,-3.1,3.4,0.6,6.6,2.8,12.3,-1.9
CCc1c(C)sc(NC(=O)c2ccco2)c1C(=O)N1CCCCC1,9.0,1.8,-23.5,0.3,-3.3,0.4,1.3,-2.6,-9.0
CNC(=O)COC(=O)c1nc(-n2nc(C)cc2C)ccc1Cl,-3.4,1.1,1.4,-3.4,-5.5,5.0,1.5,-5.0,-4.5
COc1ccc(CNC(=O)COC(=O)/C=C/c2cccc(Br)c2)cc1,7.4,2.1,-8.6,-3.1,11.2,-3.1,3.2,0.9,0.4
O=C(C1=NN[C@@H]2C(=O)N(c3ccccc3C(F)(F)F)C(=O)[C@H]12)c1ccc2ccccc2n1,-4.4,3.7,-4.8,0.3,-2.4,0.1,0.5,-37.0,-2.2
COC(=O)NNC(=O)COc1cc(C)ccc1C,12.6,0.8,-0.8,-0.2,5.9,10.5,-2.6,2.6,-1.4
Cc1cc(-c2ccccc2)nc2cc(C(N)=O)nn12,11.2,0.4,-16.4,-1.8,-3.2,0.2,-0.9,-8.0,-1.9
O=C(Cc1ccc([N+](=O)[O-])cc1)NC(C(=O)O)C(O)c1cccc([N+](=O)[O-])c1 (configuration not stated),2.0,0.9,0.2,0.3,2.8,4.8,-5.1,0.3,11.8
c1ccc(-c2nc(-n3nc4ccccc4n3)nc3ccccc23)cc1,1.6,1.1,6.6,-0.1,-2.1,2.1,-2.9,1.4,0.5
COC(=O)c1c(-c2ccc(C)cc2)csc1N,6.3,-2.6,-12.9,-5.8,-4.3,9.4,-4.0,33.0,0.4
COc1ccc(C(=O)COC(=O)CN2C(=O)C3C4C=CC(C4)C3C2=O)cc1 (configuration not stated),-2.1,4.6,-2.1,1.4,-3.8,5.0,0.5,15.9,-1.8
CC(=O)Nc1ccc(NC(=O)c2ccc(C)c(S(=O)(=O)Nc3cccc(C)c3)c2)cc1,3.1,2.3,-7.2,-1.8,-2.2,7.1,-2.6,-26.2,-7.5
CCN(c1ccccc1)S(=O)(=O)c1nnc(NC(=O)C(C)C)s1,2.1,-0.6,-18.8,4.5,-7.4,7.0,-2.9,4.6,16.0
Cc1ccc(C2=NCCn3c2c2ccc(C(F)(F)F)cc2[n+]3[O-])cc1,9.2,1.3,-5.5,-2.1,2.1,8.9,6.8,-2.3,2.4
O=C(c1ccco1)N1CCN(S(=O)(=O)c2cccs2)CC1,8.3,1.1,-5.5,-2.3,-0.8,-0.8,-1.2,35.4,1.7
CCSc1nnc(NC(=O)CSc2nnc(CNC(=O)c3ccc(OC)cc3)o2)s1,15.0,0.4,-9.5,2.4,-0.9,9.9,-0.2,-10.2,-7.4
CCOc1ccccc1OCC(=O)Nc1cccc(S(=O)(=O)NC2=NCCCCC2)c1,0.5,11.1,-19.8,0.7,-9.5,3.1,0.6,0.9,9.3
CC(OC(=O)C1COc2ccccc2O1)C(=O)N(C)c1ccccc1 (configuration not stated),1.8,1.8,9.3,-2.4,2.0,13.1,0.3,1.5,-5.8
N#C/C(C(=O)Oc1ccccc1)=C1/Nc2ccccc2-c2ccccc21,-1.5,0.3,-0.6,4.1,4.8,2.4,-1.8,-47.9,-9.9
O=C(O)COCC(=O)N1CCc2c([nH]c3ccccc23)C1C(F)(F)F (configuration not stated),0.4,0.1,-1.0,-0.8,0.7,2.2,-0.5,9.4,10.1
O=C(N/C(=C\c1ccc(Cl)cc1)C(=O)N1CCCCC1)c1ccco1,2.1,5.2,-0.7,-0.8,-0.8,10.7,-1.7,-5.6,7.3

# One compound at a time, from the list above. Order of values: M4 PAM, M4 ag, CHRM4 antagonist, CRFR2-BP ag, CHRM5 PAM, M1 PAM, CHRM5 agonist, CRFR2-BP antag, M5 antag
# Entry for c1ccc(-c2nc(-n3nc4ccccc4n3)nc3ccccc23)cc1 = 1.6, 1.1, 6.6, -0.1, -2.1, 2.1, -2.9, 1.4, 0.5
# Entry for Cc1[nH]c2c(ccc3ccccc32)c1C1C(CCN)C1(C)C (configuration not stated) = -0.9, 2.1, 14.7, 2.2, -4.6, 5.3, 1.5, -14.8, 8.2
# Entry for CCOC(=O)C1=CN(Cc2ccc(Br)cc2)S(=O)(=O)N(C)C1C (configuration not stated) = 1.0, -1.4, -7.6, 2.0, 0.4, 5.4, -1.5, 13.2, -17.0
